Assay outcomes from PubChem BioAssay.
ARNT-TACC3 inh – ARNT/TACC3 interaction disruption; AID 623870; inhibition, % at 9.99 µM; actives 0.66% (n = 390,000); AlphaScreen His-ARNT PAS-B/GST-TACC3 binding, luminescence; TACC3 fragment carries E629A point mutation; Q9Y6A5;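 active means mean inhibition of replicates at least 50% and at least half of replicates each reaching 50%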;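 further: 0% = complete ARNT plus TACC3 wells and 100% = ARNT alone without TACC3; many hits fall short of the cut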
INS-1E GSIS act – primary screen for activators of insulin secretion dependent on glucose, INS-1E cells, GLuc reporter luminescence | INS-1E GLuc reporter insulin secretion, 2-3 h | activation, % at 16.6 µM | actives 0.61% (n = 370,000) | AID 743287;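 active means lowest replicate activation of at least 40%, so every replicate reaches that level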;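 further: 0% = median of neutral control wells and 100% = median of IBMX positive control wells; some compounds called inactive have numbers as strong as hits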
PAX8 reporter – PAX8 transcriptional activity inhibition; RMG-I TPO-luciferase reporter, SteadyGlo, 24 h; inhibition, % at 12.6 µM; actives 1.2% (n = 360,000); AID 652154;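 active means mean replicate inhibition at least 60% with every replicate also reaching 60%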;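 further: luciferase light reporting Pax8 driven TPO promoter activity; plate controls were median of neutral control wells for no effect and mitoxantrone controls for full effect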
PGC1a acetyl inh – lowers PGC1a acetylation signal in U2OS cells. AlphaScreen anti-acetyl-lysine; with virally co-expressed GCN5 acetyltransferase. inhibition, % at 15.6 µM. actives 0.17% (n = 350,000). AID 651687;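 active means every replicate shows inhibition of at least 40%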;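 further: 0% = neutral control wells and 100% = positive control wells; some results beyond the cut were filed as inactive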
C2C12 statin – suppressors of simvastatin-induced myotoxicity in C2C12 myotubes; actives 0.78% (n = 330,000); ATP luminescence, 48 h; scaled: DMSO 0, geranylgeraniol control 100; rescue of ATP level, % at 7.49 µM;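 active means mean ATP rescue above about 67%, or every replicate alone reaching that limit, limit read from the data, passing the limit was not always enough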;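 further: myotubes were challenged with 10 µM simvastatin during compound exposure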
Cneo AK release – causes C. neoformans cell lysis; adenylate kinase release luminescence, 4 h; normalised: neutral wells 0, clomiphene wells 100; lysis activity, % at 15 µM; actives 0.2% (n = 360,000);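 active means mean lysis activity across replicates of at least 80%, whatever share of replicates individually reach that level; inactive means mean lysis activity below 80%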
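read-out = cell lysis signal | test system = log-phase Cryptococcus neoformans yeast cells | input = cells at 5 × 10^6 per mL | medium = fresh YPD growth medium | signal = luminescent adenylate kinase detection reagent | timing = 4 h at 37 °C static, read 1 h later | dosing = single dose | controls = Clomiphene as positive lysis control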
LGR2 antag – Drosophila LGR2 receptor signaling inhibition. HEK293 LGR2, CRE-luciferase, bursicon-stimulated, 4 h. inhibition, % at 9.99 µM. actives 0.35% (n = 380,000). AID 720647;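 active means drop in luminescence signal, shown as inhibition above about 50% in the replicate tests, limit read from the data, passing the limit was not always enough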;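 further: agonist challenge used bursicon conditioned medium at about half maximal strength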
PglD inh – blocks C. jejuni PglD acetyltransferase activity | purified PglD enzyme, DTNB colorimetric CoA detection | inhibition, % at 12.5 µM | actives 0.098% (n = 360,000); in the data active means inhibition above about 16%, passing the limit was not always enough; further: strong numbers were not always called active
Numbers without * were called inactive; x = no result given; & = joins results of further samples.

Results follow in this order: ARNT-TACC3 inh	INS-1E GSIS act	PAX8 reporter	PGC1a acetyl inh	C2C12 statin	Cneo AK release	LGR2 antag	PglD inh
Cc1ccccc1S(=O)(=O)NCC[C@H]1CC[C@H](NC(=O)Nc2cccc(Cl)c2)[C@@H](CO)O1
 : 5	-8	7	-10	4	-3	-18	2
C[C@H](CO)N1C[C@H](C)[C@@H](CN(C)S(=O)(=O)c2cccs2)OCc2cn(nn2)CCCC1=O
 : -9	3&5	2&-9	-1&-4	3&-12	1&1	-4	0&2
O=C(CCNC(=O)c1ccccc1Cl)NCCC1=CCCCC1
 : x	4	-36	6	9	1	-27	1
O=C(O)CCOc1ccc2c(c1)OCCO2
 : -4	x	x	-5	x	-2	x	1
Cn1c2c(c(=O)n(C)c1=O)C(C(F)(F)F)(C(F)(F)F)N=C(c1ccc(Cl)cc1)N2
 : 12	x	x	-33	x	3	x	-2
O=C(NC(=S)Nc1cccc(NC(=O)c2ccccc2Cl)c1)c1cccs1
 : 0	10	-2	-4	-25	-1	-21	0
CS(=O)(=O)Nc1ccc2c(c1)[C@@H]1C[C@@H](CC(=O)NCc3ccccc3)O[C@@H](CO)[C@@H]1O2
 : -5	8	2	8	-5	2	-9	-1
Cc1ccc(S(=O)(=O)N(C)C[C@@H]2Oc3ccc(NC(=O)Cc4ccccc4)cc3CC(=O)N([C@H](C)CO)C[C@@H]2C)cc1
 : 2	-21	29	-3	33	-2	-4	7
O=C(/C=C/c1ccnc2ccccc12)c1cccs1
 : -3	20	-135	x	x	x	2	x
CCOC(=O)c1c(CSc2ccccc2)n(C)c2cc(Br)c(OC)c(O)c12
 : -6	13	-27	x	-21	3	-4	-5
CC(=O)c1cccc(NC(=O)NC2CC(=O)N(c3ccc4c(c3)OCCO4)C2)c1 (stereo not drawn)
 : 1	-2	-10	12	-3	-3	1	3
c1cncc(Nc2nc(-c3cccs3)cs2)c1
 : 2	-12	x	-9	-4	-3	-63	5
O=C(Nc1cc(S(=O)(=O)N2CCOCC2)ccc1N1CCOCC1)c1cc2c(s1)CCC2
 : -3	1	8	-11	x	x	18	x
Cc1ccc2cccc(OCC(=O)NCc3ccco3)c2n1
 : -1	x	13	-33	9	0	x	0
Cc1ccc(S(=O)(=O)N/N=C/c2ccccc2O)cc1[N+](=O)[O-]
 : -6	-19	11	-19	x	x	-43	x

Fetched by structure from the entries so far:
Results follow in this order: ARNT-TACC3 inh	INS-1E GSIS act	PAX8 reporter	PGC1a acetyl inh	C2C12 statin	Cneo AK release	LGR2 antag	PglD inh
Cc1ccc2cccc(OCC(=O)NCc3ccco3)c2n1
 : -1	x	13	-33	9	0	x	0
c1cncc(Nc2nc(-c3cccs3)cs2)c1
 : 2	-12	x	-9	-4	-3	-63	5
Cn1c2c(c(=O)n(C)c1=O)C(C(F)(F)F)(C(F)(F)F)N=C(c1ccc(Cl)cc1)N2
 : 12	x	x	-33	x	3	x	-2
CC(=O)c1cccc(NC(=O)NC2CC(=O)N(c3ccc4c(c3)OCCO4)C2)c1 (stereo not drawn)
 : 1	-2	-10	12	-3	-3	1	3
O=C(NC(=S)Nc1cccc(NC(=O)c2ccccc2Cl)c1)c1cccs1
 : 0	10	-2	-4	-25	-1	-21	0

New compounds follow:
Results follow in this order: ARNT-TACC3 inh	INS-1E GSIS act	PAX8 reporter	PGC1a acetyl inh	C2C12 statin	Cneo AK release	LGR2 antag	PglD inh
Cc1cccc(S(=O)(=O)N2C[C@H](O)COC[C@H]3O[C@H](CC(=O)NCCCN4CCOCC4)CC[C@@H]32)c1
 : -4	10	-8	2	-6	-3	2	0
CCCc1nc2nc(C)c(NS(=O)(=O)c3ccc(C(C)(C)C)cc3)c(=O)n2[nH]1
 : -3	1	1	-32	-3	-3	-8	6
CC(=O)N(C)c1ccc(NC(=S)Nc2ccc(C(C)C)cc2)cc1
 : 8	-22	-13	0	-36	-1	-36	0
Cc1ccc(C(=O)O/N=C(\N)Cc2cccs2)cc1[N+](=O)[O-]
 : 2	-9	x	x	-5	-7	-92	1
CCOc1ccccc1/C=C(/NC(=O)c1ccccc1)C(=O)NC(C)c1ccccc1 (stereo not drawn)
 : -3	-10	7	-4	x	4	12	-6
CNc1oc(-c2ccc(Cl)cc2)nc1P(=O)(c1ccccc1)c1ccccc1
 : 1	-8	17	7	x	4	x	-1
CN(c1ccccc1C(=O)Nc1ccc2ccccc2c1)S(C)(=O)=O
 : x	x	-3	0	3	7	-5	-1
C[C@H]1CN([C@@H](C)CO)C(=O)c2cccc(NS(=O)(=O)c3cccs3)c2O[C@H]1CN(C)CC1CC1
 : -6	16	-31	6	-7	0	6	0
O=S(=O)(c1ccc2c(c1)C(=NO)c1cc(S(=O)(=O)N3CCCCC3)ccc1-2)N1CCCCC1
 : 4	x	109*	-2	-307	10	x	-4
O=C(Nc1ccc(CSc2ccccc2)cc1)c1ccccc1
 : 3	0	-20	x	x	x	-11	x
COc1ccc(NC(=O)NNC(=O)c2ccccc2-n2cccc2)cc1OC
 : 5	2	7	-4	x	x	14	x
COc1ccc(NC2CCCN(C(=O)CN3CCOC3=O)C2)cc1 (stereo not drawn)
 : 4	0	7	x	2	-6	-7	5
Cn1c(C(O)c2ccccc2F)nc(Cl)c1Cl (stereo not drawn)
 : 5	x	11	15	5	3	x	0
COc1ccc(Cc2nnc(NC(=O)c3ccccc3C)s2)cc1
 : 23	3	-16	x	18	1	-1	2
COc1ccc(OC)c(S(=O)(=O)N2CCN(C(=O)NC3CCCCC3)CC2)c1
 : 4	10	-3	6	-2	1	5	-5
C[C@H]1CN([C@@H](C)CO)S(=O)(=O)c2ccc(C3=CCCCC3)cc2O[C@H]1CN(C)C(=O)c1ccc(F)cc1
 : 8	-18	31	0	-69	0	5	-2
CCCCOc1cccc(C(=O)NNC(=S)NC2CCCCC2)c1
 : 16	x	x	7	-30	9	x	-5
CC1CCCCN1CCNC(=O)c1cc2c(=O)n(C)c3ccccc3c2n1C (stereo not drawn)
 : 3	5	-23	4	-5	-2	3	4
Cc1cc(-c2ccc(C)c(S(=O)(=O)NCc3ccc(Br)cc3)c2)on1
 : 0	4	2	x	7	-14	15	-3
S=c1[nH]nc(-c2cccs2)n1/N=C/c1cccs1
 : 1	21	16	x	x	4	-40	1
Cc1cccc(C(=O)OC2CCN(C)CC2)c1
 : 10	14	-1	6	-3	x	10	x
CCC(CC)C(=O)Nc1ccc(S(=O)(=O)Nc2nccs2)cc1
 : -5	7	-11	-5	x	x	-20	x
CCCCNC(=O)c1nn(-c2ccccc2OC)c(=O)c2ccccc12
 : 1	x	x	7	3	1	x	9
Cc1ccc(N2CC(=O)N(c3ccc(C)cc3)CC2=O)cc1
 : 4	5	17	13	x	x	6	x
C/C(=C\C=C(C#N)C#N)c1cc(C#N)c(N)o1
 : 22	-10	0	15	x	x	-37	x
COc1ccc(N2C(=O)CC(S/C(N)=N/N=C(\C)c3cccs3)C2=O)cc1 (stereo not drawn)
 : 3	x	-2	-2	1	-1	x	-4
COc1ccc(Cc2nnc(SCC(=O)NC3(C#N)CCCCC3)n2N)cc1
 : -5	8	x	x	11	3	-12	4
O=C(CS(=O)(=O)Cc1ccccc1)NCCc1ccc(F)cc1
 : -11	-6	-6	-8	-3	20	-10	2
Cc1c(OC(C)C(=O)NCc2ccccn2)ccc2c3c(c(=O)oc12)CCC3 (stereo not drawn)
 : 15	27	-11	-1	19	-4	11	-2
C[C@@H]1CCCCO[C@@H](CN(C)S(=O)(=O)c2ccc(F)cc2)[C@H](C)CN([C@@H](C)CO)C(=O)c2cc(NC(=O)Nc3ccc(F)cc3)ccc2O1
 : -3	-17	38	-6	x	1	5	-2
C[C@H](CO)N1C[C@H](C)[C@H](CN(C)Cc2ccccc2)Oc2ccc(NC(=O)Nc3ccc(C(F)(F)F)cc3)cc2C1=O
 : -3	-8	24	4	-21	1	1	0
Cc1c(Cl)cccc1NC(=S)NC(=O)c1cncc(Br)c1
 : 7	4	3	-7	x	x	11	x
COc1ccc(S(=O)(=O)N2CC3C4C=CC(C4)C3C2)cc1 (stereo not drawn)
 : -7	x	x	-27	-5	2	x	1
OC1COC(OCC2OC(OCc3ccccc3)C(O)C(O)C2O)C(O)C1O (stereo not drawn)
 : -7	x	x	4	-11	-2	x	1
CCO[C@@H]1OC(C(=O)N2CCN(Cc3ccccc3)CC2)=C[C@H](C2CC2)[C@H]1CCCO
 : -6	-27	4	x	2	-1	16	0
CCN1CCCC1CNCC(=O)Nc1ccc(OC(F)(F)F)cc1 (stereo not drawn)
 : 3	0	4	-4	4	7	10	0
O=C(C[C@H]1CC[C@H]2[C@@H](COC[C@H](O)CN2C(=O)Nc2ccc(Cl)cc2)O1)NC1Cc2ccccc2C1
 : -3	-21	x	-2	10	-1	-10	2
Cc1ccccc1CN1[C@@H]2c3ccccc3C[C@@H]2OCCS1(=O)=O
 : x	-42	-4	-10	-2	0	-22	-1
O=C1Nc2ccc(Br)cc2/C1=N\N=C\C1=C(N2CCOCC2)C(=C/c2ccccc2)/CC1
 : 5	-16	-3	-1	-5	3	0	-2
COc1ccc([N+](=O)[O-])cc1NC(=O)COC(=O)c1ccc(O)cc1
 : -6	2	-31	4	0	3	2	0
CS(=O)(=O)c1ccc2nc(NC(=O)c3ccc(Cl)nc3)sc2c1
 : 1	-21	-36	-9	x	x	-1	x
Cn1nc(C2CC2)cc1NC(=O)C1(C)CCN1C(=O)c1ccccc1CCc1ccccc1 (stereo not drawn)
 : x	x	13	-22	2	1	7	x
